AT treatment = potential ataxia-telangiectasia treatment; 320,000 compounds, 0.19% hits; Potency, µM (highest dose often 57.5 µM), for the others: at the top dose activation, actives largely listed as activators; […] A-T fibroblasts, KAP-1 phosphorylation AlphaLISA; neocarzinostatin DNA damage 30 min before lysis; AID 485349; also: potency is read from the fitted curve at half-maximal effect; % of control where 0% means no effect; nearly all actives have a fitted effect of over 45% in size
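ATM-like activity read as KAP-1 phosphorylation via AlphaLISA donor/acceptor antibody pairs after lysis and 6 hr at 25C. Cells were ATM-null patient fibroblasts ([…], hTERT), dosed 60 min, then exposed to the DSB inducer NCS for 30 min.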
Chronic BCR inh = inhibitors of chronic active B-cell receptor signaling; ABC-DLBCL IkBa-CBG/CBR reporter, luminescence ratio, 4 h; Potency, µM (series often up to 46.1 µM), inactives show at the top dose ratio change, negative = lower green/red ratio, most hits filed as inhibitors; 340,000 compounds, 0.05% hits; AID 493014; active = well fitted inhibition curve with a large enough effect in the signal ratio, with a control signal flat, not every such curve was filed as active; inconclusive = small, poorly fitted or top-dose-only effect, or effect the other way, or a change in a side signal; the % refers to the signal ratio;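 also: potency is read from the fitted curve at half-maximal effect; plate controls were basal doxycycline-induced cells for no effect and cells given 10 µM MG132 for full effect; MG132 reads +100%, hits lower the ratio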
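Cell line TMD8 (human ABC DLBCL), stably expressing tet-inducible CBG68-IkBa fusion and CBR; IMDM/0.5% FBS; cpd up to 46 uM; dox induction, 4 h, 37C/5% CO2; dual luminescence; green/red ratio; MG132 control.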
TCR activator = activates T cell receptor signaling; primary human leukocytes, anti-CD3, IL-2 HTRF, 48 h; Potency, µM (series often up to 9.22 µM), for the others: at the top dose activation of IL-2 secretion, most hits filed as activators; 330,000 tested, under 10 active; also: % of control where 0% means no effect
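Using a-CD3 beads without co-stimulation, primary human leukocytes were exposed to compounds for 48 hr. An HTRF IL-2 kit measured the cytokine, with europium-to-d2 energy transfer producing emission at 665nm upon 320nm excitation.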
Tb PFK inh = inhibitors of T. brucei phosphofructokinase | O15648 | T. brucei PFK, ADP-Glo luminescence | Potency, µM (highest dose often 57.5 µM), inactives show top-dose activity, negative = inhibition, usual class: inhibitors | 330,000 compounds, 0.17% hits | AID 485367;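 also: potency is read from the fitted curve at half-maximal effect; 0% = uninhibited 1x PFK enzyme wells and -100% = no-enzyme wells; nearly all actives have a fitted effect of over 60% in size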
Target sequence (O15648 whole entry, looked up): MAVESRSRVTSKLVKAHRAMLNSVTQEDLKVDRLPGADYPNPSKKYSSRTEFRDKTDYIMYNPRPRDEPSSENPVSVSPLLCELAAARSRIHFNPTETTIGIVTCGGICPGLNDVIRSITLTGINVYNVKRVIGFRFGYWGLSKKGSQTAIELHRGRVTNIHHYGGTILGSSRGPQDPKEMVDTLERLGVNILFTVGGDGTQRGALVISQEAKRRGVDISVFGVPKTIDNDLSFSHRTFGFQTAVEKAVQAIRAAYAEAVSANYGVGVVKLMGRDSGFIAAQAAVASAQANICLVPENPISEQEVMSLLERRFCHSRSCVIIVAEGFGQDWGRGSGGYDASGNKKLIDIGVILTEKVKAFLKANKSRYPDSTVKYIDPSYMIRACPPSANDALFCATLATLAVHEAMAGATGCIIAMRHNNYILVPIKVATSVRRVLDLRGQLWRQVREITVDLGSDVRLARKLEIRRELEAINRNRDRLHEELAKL
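In TEA buffer at pH 8.0 with 5 mM MgCl2, enzyme (1.25 nM) converted F6P (0.5 mM) and ATP (0.1 mM) for 45 min at room temperature. ADP product was read by luciferase luminescence.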
Coupling enz = counter-screen for Giardia aldolase inhibitors: coupling enzyme system. activity change, negative = inhibition, % at 58.2 µM, hits read low. 290,000 compounds, 0.67% hits. coupling enzyme system counterscreen, AmpLite Red fluorescence; in the data active = activity change below about -30%; also: % is scaled to controls: 0 for no effect and ±100 for the full control effect
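Counterscreen lacking aldolase: glyceraldehyde-3-phosphate coupling-enzyme reagent preincubated 10 min at RT with compound (at 57.5 uM final), then substrate/coupling system with AmpLite Red added; fluorescence read at 525/598 nm after 20 min RT.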
KCNH2 WT inh = blocks the wildtype human KCNH2 potassium channel | U2OS, BacMam KCNH2, thallium flux FluxOr; stronger effect = lower value | activity change, % at 1.84 µM | 340,000 compounds, 0.37% hits | AID 720551;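 active = maximum activity change below -70%; inconclusive = maximum activity change between -70% and -50%; inactive = maximum activity change above -50%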; also: % is scaled to controls: 0 for no effect and ±100 for the full control effect
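U2OS cells were transduced with wild-type KCNH2 virus (2.03 x 10^8 / mL) for 4 h at room temperature, then cultured overnight at 37 C. Thallium flux was read with FluxOr dye. Rate constants were normalized to DMSO controls.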
MLL CXXC-DNA inh = MLL CXXC-DNA interaction inhibition; Q03164; MLL-CXXC / FITC-HOXA9 DNA fluorescence polarization; Potency, µM (highest dose often 115 µM), for inactives: at the highest dose activity change, negative = inhibition, actives largely listed as inhibitors; 290,000 compounds, 0.037% hits; AID 2662; active = well fitted inhibition curve with a large enough effect in the polarisation, with a control signal flat, not every such curve was filed as active; inconclusive = small, poorly fitted or top-dose-only effect, or effect the other way, or a change in a side signal; inactive = no such curve, though single readings can be large or run the other way; the % refers to the polarisation; also: potency is read from the fitted curve at half-maximal effect
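Purified MLL-CXXC (added from a 7 uM solution) was preincubated 5 min at ambient with pinned compounds in 50 mM Tris-HCl pH 7.5, 50 mM NaCl, 1 mM DTT, 0.05% BSA. Fluorescein-labeled HOX-A9 DNA (50 nM solution) followed, 30 min, then polarization read.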
Giardia killer = Giardia lamblia killing; activity change, % at 7.66 µM, hits read low; Giardia lamblia trophozoite viability; 340,000 compounds, 0.15% hits; AID 540267; in the data active = activity change below about -80%; inconclusive = between about -30% and that limit;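 also: parasites exposed to compound for two days anaerobically before the ATP read; % is scaled to controls: 0 for no effect and ±100 for the full control effect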
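Giardia trophozoites, 100 cells per well, were exposed to compounds for 48 hrs at 37 deg C under anaerobic conditions; viability was then read as ATP content by bioluminescence after 15-30 min at room temperature.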
GALK inhibitor = inhibitors of human galactokinase | Potency, µM (top dose mostly 57.5 µM), for inactives: at the highest dose activity change, negative = inhibition, usual class: inhibitors | 270,000 compounds, 0.007% hits | Purified GALK, Kinase-Glo residual ATP luminescence | AID 1868; also: potency is read from the fitted curve at half-maximal effect; % is scaled to controls: 0 for no effect and ±100 for the full control effect
Target sequence (P51570 whole entry, looked up): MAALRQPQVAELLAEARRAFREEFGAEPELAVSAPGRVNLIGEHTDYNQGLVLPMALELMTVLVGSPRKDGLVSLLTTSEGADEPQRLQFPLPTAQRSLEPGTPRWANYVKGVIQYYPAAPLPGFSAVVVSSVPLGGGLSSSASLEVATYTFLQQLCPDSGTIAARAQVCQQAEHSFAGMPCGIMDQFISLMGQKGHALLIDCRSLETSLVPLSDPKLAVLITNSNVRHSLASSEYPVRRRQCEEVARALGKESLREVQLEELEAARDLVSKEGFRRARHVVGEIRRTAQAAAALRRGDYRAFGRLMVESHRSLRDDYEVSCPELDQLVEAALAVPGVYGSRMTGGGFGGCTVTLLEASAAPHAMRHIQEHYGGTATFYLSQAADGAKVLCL
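GALK at 5 nM final was combined with compound, 35 uM ATP and 100 uM galactose in HEPES pH8.0 with MgCl2 and DTT. The reaction ran one hour at room temperature before luminescent ATP detection.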
TSHR antagonist = antagonists of human thyroid stimulating hormone receptor; P16473; activity change, negative = inhibition, % at 11.5 µM; 330,000 compounds, 0.2% hits; TSHR-expressing cells, TSH-stimulated cAMP HTRF, 2 h; stronger effect = lower value; AID 504810;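 active = activity change below a set negative limit, meaning inhibition stronger than a set level, cut at about -70% in these data; inconclusive = activity change between two set negative limits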; also: % is scaled to controls: 0 for no effect and ±100 for the full control effect
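TSHR-expressing cells, 200/well, pre-treated with compound, then stimulated with EC80 TSH (4nM final) for 2 hours at 37 deg C. cAMP measured by competitive HTRF: anti-cAMP cryptate antibody in lysis buffer plus cAMP-d2, read after 30 minutes at room temperature.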
Active calls of the source: *; u = inconclusive; x = no result given; & = joins results of further samples; [ ] = remark or other dose. Unless noted, calls follow the shape of the dose curve; as a rule, active = well fitted curve in the direction sought with a large enough effect; inconclusive = small, poorly fitted or top-dose-only effect, or another doubt; inactive = no such curve, though single readings can be large; an effect the other way counts as inactive or inconclusive. The order is random; about 1.6% have a hit in one of these screens.

SMILES	AT treatment	Chronic BCR inh	TCR activator	Tb PFK inh	Coupling enz	KCNH2 WT inh	MLL CXXC-DNA inh	Giardia killer	GALK inhibitor	TSHR antagonist
COc1ccc(CNC(=O)C2CCN(S(=O)(=O)c3ccccc3)CC2)cc1	-2%	0%	1%	-10%	1	-3	-6%	15	-1%	8
CC(OC(=O)Cc1c(F)cccc1Cl)C(=O)NCCC1=CCCCC1 (stereo not drawn)	8%	-7%	1%[46.1 µM]	-1%	1	-11	6%	5	1%	-6
Cc1ccnn1CC(=O)N/N=C/c1c[nH]c2ccccc12	3%	0%	0%	0%	-1	-4	7%	-2	-1%	-8
CN(C)C(C(=O)Nc1cc(Cl)cc(Cl)c1)c1ccccc1 (stereo not drawn)	4%	-3%	-5%	1%	1	14	-3%	20	-2%	14
COc1ccc(-n2c(C)cc(/C=C3\C(=O)NN(c4ccccc4)C3=O)c2C)cc1	2%	9%	0%[46.1 µM]	-3%	1	4	5%	-12	-1%	-4
O=C(CCNC(=O)c1ccc(Cl)cc1)NCCC1=CCCCC1	-1%	u	5%	-3%	x	-8	x	-7	x	0
COC(=O)C1=C(C)N(Cc2ccco2)C(=O)N[C@H]1c1cccc(C(F)(F)F)c1	-7%	-6%	5%	-6%	-3&-1	4	-2%	-2	x	0
Cc1cccnc1NC(=O)C(C)N1C(=O)c2ccccc2C1=O (stereo not drawn)	18%	2%	3%	1%	4	-2	3%	-3	x	-2
O=S(=O)(/N=C(\Sc1ccccc1)c1ccccc1)c1ccc(Cl)cc1	0%	8%	1%	0%	8	6	-6%	6	3%	4
COc1ccc(S(=O)(=O)N(C)C[C@H]2Oc3ccc(NC(=O)Cc4ccccc4)cc3C(=O)N([C@H](C)CO)C[C@@H]2C)cc1	-9%	u	13%	-1%	x	30	x	-2	x	0
COc1ccc(C(C)=O)cc1CC(=O)Nc1ccccc1-c1ccccc1	4%	-4%	-1%	-1%	2	-10	11%	-16	-2%	3
COc1ccccc1-c1cc(C(=O)NCCCN2CCOCC2)no1	0%	-17%	-2%	0%	0	13	2%	32[activator]	-2%	-8
O=C(CSc1nnc(Cc2cccs2)n1Cc1ccco1)Nc1cccc(Cl)c1	5%	2%	-5%	-18%	-1	13	6%	-2	0%	-12
COc1ccc(Br)cc1CN1CCN(C(=O)c2ccc(F)cc2)CC1	2%[11.5 µM]	-8%	1%	-6%	3	2	-3%	9	5%	10
O=c1oc2ccccc2cc1-c1nnc(-c2cccc(Br)c2)o1	-2%	4%	-9%	1%	1	-2	0%	19	1%	-11
COCCNC(=O)C(c1ccccc1C)N(C(=O)Cn1nnc2ccccc21)c1cccnc1 (stereo not drawn)	2%	-9%	-8%[46.1 µM]	-2%	-1	-4	0%	-25	2%	0
CCCCn1c(N)c(N(CCOC)C(=O)C2CCN(C(=O)c3ccc(Cl)cc3)CC2)c(=O)[nH]c1=O	-1%	7%	3%	-2%	x	-5	x	14	x	4
Cc1nn(C)c(Oc2ccccc2)c1CCNS(=O)(=O)c1ccc(Cl)cc1	1%	-11%	1%	0%	2	-4	-2%	-3	-1%	-16
COc1ccc(C(C(=O)NCc2ccccc2)N(C(=O)c2snc(C(N)=O)c2N)c2ccccc2OC)cc1 (stereo not drawn)	12%	-5%	-28%	-2%	-4	1	9%	-1	5%	4
OCC(CBr)(CBr)CBr	-11%	0%	-8%	2%	x	4	x	2	x	10
N#CCC(=O)Nc1ccc(C(=O)N2CCN(S(=O)(=O)c3ccc4ccccc4c3)CC2)cc1	-4%	-9%	11%	0%	2	-8	u	-5	12%	-5
COc1ccc(S(=O)(=O)N2CCC(C(=O)NCCC3=CCCCC3)CC2)cc1C	-1%	-20%	1%	-1%	4	3	-1%	-8	0%	10
Cc1ccc(C)c(S(=O)(=O)NCCOC(=O)Nc2sc(=S)n(C)c2C)c1	-5%	0%	-2%	-19%	3	-2	-5%	-4	0%	0
CC1CC(C)CN(C(=O)COC(=O)c2nccnc2N)C1 (stereo not drawn)	-13%	4%	-3%	-3%	x	17	x	-14	x	23
CC(=O)N/C(=C\c1ccc(Br)s1)C(=O)O	1%	-1%	2%	6%	1	-10	-10%	24	0%	7

Reprinted from the part before: 6 compounds; new compounds follow.
SMILES	AT treatment	Chronic BCR inh	TCR activator	Tb PFK inh	Coupling enz	KCNH2 WT inh	MLL CXXC-DNA inh	Giardia killer	GALK inhibitor	TSHR antagonist
OCC(CBr)(CBr)CBr	-11%	0%	-8%	2%	x	4	x	2	x	10
N#CCC(=O)Nc1ccc(C(=O)N2CCN(S(=O)(=O)c3ccc4ccccc4c3)CC2)cc1	-4%	-9%	11%	0%	2	-8	u	-5	12%	-5
COc1ccc(S(=O)(=O)N2CCC(C(=O)NCCC3=CCCCC3)CC2)cc1C	-1%	-20%	1%	-1%	4	3	-1%	-8	0%	10
Cc1ccc(C)c(S(=O)(=O)NCCOC(=O)Nc2sc(=S)n(C)c2C)c1	-5%	0%	-2%	-19%	3	-2	-5%	-4	0%	0
CC1CC(C)CN(C(=O)COC(=O)c2nccnc2N)C1 (stereo not drawn)	-13%	4%	-3%	-3%	x	17	x	-14	x	23
CC(=O)N/C(=C\c1ccc(Br)s1)C(=O)O	1%	-1%	2%	6%	1	-10	-10%	24	0%	7
C[C@@H](C(=O)OCC(=O)c1ccccc1)N1C(=O)C2CCCCC2C1=O (stereo partly drawn)	-5%	0%	1%	6%	x	-8	x	-5	x	x
COCCNC(=S)N(CCc1c(C)[nH]c2ccc(C)cc12)Cc1cccnc1	10%	3%	1%	5%	-2	x	10%	-1	-2%	2
COc1ccccc1/C=N/NC(=Nc1ccc(C)cc1)c1nc2ccccc2s1	24%	0%	x	-1%	1	x	-10%	x	3%	3
Cc1nn(C(=O)CCCn2cc([N+](=O)[O-])cn2)c(C)c1Cl	4%	u	-3%	2%	1	3	2%	-13	1%	-2
CCCCc1ccc(S(=O)(=O)NC2CCS(=O)(=O)C2)cc1 (stereo not drawn)	-1%	9%	-11%	-4%	2	-6	-5%	-12	0%	2
COC(=O)[C@@]12CCCCN1[C@H](c1ccc(-c3cccc(Cl)c3)cc1)[C@@H]1C(=O)N(C)C(=O)[C@@H]12	0%	-3%	-2%	1%	x	-5	x	-14	x	0
Cc1ccc(-n2nc(C(N)=O)nc2-c2ccccc2)cc1	-4%	1%	x	0%	-5	4	-11%	6	0%	3
O=C(COc1ccc(S(=O)(=O)N2CCCC2)cc1Cl)NCc1ccco1	-3%	-3%	-3%	-3%	1	28	18%	4	-4%	-3
COc1cccc(C(=O)NCCS(=O)(=O)NCCc2ccccc2)c1	1%	-1%	-16%	-1%	x	-6	x	-9	x	10
COc1ccc([C@H]2C(C(=O)O)=C[C@@H](C(C)(C)C)N2S(=O)(=O)c2ccccc2)cc1	-3%	1%	7%	6%	x	0	x	-29	x	-2
COC(=O)c1ccc(Cn2nnc3ccccc3c2=O)o1	-8%	-9%	9%	-3%	2	-9	9%	-11	-2%	9
Nc1nc(-c2ccco2)nn1C(=O)c1ccc(F)cc1	5%	u	x	4%	0	15	78%[activator]	-4	0%	-4
CCCC(=O)Nc1cccc(-c2nc3cc(C)c(C)cc3o2)c1	-2%	u	-8%	-5%	3	-3	4%	u	3%	4
COc1ccc(/C=N/NC(=O)C2(C)NC(C)(C)Cc3ccccc32)cc1 (stereo not drawn)	1%	4%	-1%	-1%	4	1	-13%	-5	-2%	-12
O=C(OCCOc1cccc(Cl)c1)c1cc(S(=O)(=O)N2CCOCC2)ccc1F	-2%	-16%	0%	-3%	x	-3	x	-8	x	-15
Cc1ccc(S(=O)(=O)NCC(=O)N(CC(=O)NCc2ccc(F)cc2)CC2CCCO2)cc1 (stereo not drawn)	-6%	1%	11%	14%	0	-1	14%	9	2%	-14

Screens from PubChem BioAssay.
